Source: PubChem (Broad Institute)
CD40 NFkB inh: CD40 pathway inhibition in BL2 cells. BL2 NF-kB luciferase reporter, CD40L-induced, 4 h. inhibition, % at 10 µM. actives 0.94% (n = 83,000);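 active = mean inhibition of at least 50% with a set share of replicates also reaching that level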;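 also: 0% = neutral control wells and 100% = IKK inhibitor VII at 50 µM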
Starred values were filed as active, the others as inactive; & = joins results of further samples; [ ] = dose if it differs, or a comment. The list is partial (hit frequency here may not be typical).

molecule	CD40 NFkB inh
O=[N+]([O-])c1ccccc1S(=O)(=O)Nc1cccc(-c2ccc3nncn3n2)c1	12.4
O=C(N[C@@H]1C=C[C@H](CC(=O)N2CCC(Cc3ccccc3)CC2)O[C@@H]1CO)c1cnccn1	-3.0[25 µM]
CCCC(=O)Nc1ccc2c(c1)OC[C@@H](C)N(CC1CCOCC1)C[C@@H](C)[C@H](OC)CN(C)C2=O	5.5[25 µM]
O=C(c1cccc(F)c1)N1CC2(C1)[C@H](c1ccccc1)[C@H](CO)N2Cc1ccccn1	2.2[25 µM]
CCCc1ccc(C(O)c2ncc(-c3cccc(C)c3)[nH]2)cc1 (stereo unspecified)	-10.9
CN1CCN(C(=O)/C(=C/c2ccc(F)cc2)c2ccsc2)CC1	4.8
Cc1oc2ncnc(N)c2c1C	9.0
COC(=O)[C@@H]1[C@@H](CO)[C@@H]2Cn3c(ccc(C4=CCCC4)c3=O)[C@@H]2N1C(=O)Cc1cccnc1	-8.1[25 µM]
O=C(Nc1ccc(N2CCOCC2)cc1)c1cc2ccccc2o1	-54.1
O=C(NCc1cc(F)cc(F)c1)[C@@H]1[C@@H](CO)[C@@H]2Cn3c(cccc3=O)[C@H]1N2C(=O)Cc1ccccn1	-3.3[25 µM]
CS(=O)(=O)N(CC(=O)NCCSc1ccccc1)c1ccc2c(c1)OCO2	-5.4
C[C@H]1CCCCO[C@H](CN(C)S(=O)(=O)c2ccc(F)cc2)[C@@H](C)CN([C@@H](C)CO)C(=O)c2cc(NC(=O)Nc3ccc(F)cc3)ccc2O1	3.0
CCOc1ccc(S(=O)(=O)N2CCN(C(=O)CCC(=O)N3CCOCC3)CC2)cc1	4.6
O=C(c1ccc2c(c1)OCO2)C1CCCN(C(=O)C2CCOCC2)C1 (stereo unspecified)	5.1
COc1ccccc1C(=O)C1CCCN(C(=O)CCC(=O)c2ccccc2)C1 (stereo unspecified)	-4.5
CCc1ccc(-c2nc(SCC(=O)NC3CCS(=O)(=O)C3)n[nH]2)cc1 (stereo unspecified)	-34.5
CN(C1CCS(=O)(=O)C1)S(=O)(=O)c1ccc(C2CCCCC2)cc1 (stereo unspecified)	0.4
CC(=O)c1ccc(OCc2cc(C(=O)N3CCC[C@H]3CO)no2)cc1	-7.5
Cc1cc2ccccc2n1CCNCc1c(C(=O)N2CCOCC2)nc2ccccn12	-1.2
CC(=O)Oc1cc2c(C(=O)NCCN3CCOCC3)c(C)oc2c2ccccc12	-32.6
O=C(COc1cccc(Cl)c1Cl)NC1CC1	-18.9
Cc1ccccc1OCCC(=O)Nc1cc(S(=O)(=O)N2CCCCC2)ccc1N1CCN(C)CC1	3.5
COc1ccccc1C(=O)CSc1nnc(-c2ccco2)o1	-40.0
CC1CCCN(C(=O)c2ccc(NS(=O)(=O)c3cccc([N+](=O)[O-])c3)cc2)C1 (stereo unspecified)	-17.2
O=C(C[C@@H]1C=C[C@H](NC(=O)Cc2ccccn2)[C@H](CO)O1)NCCc1ccncc1	-1.1[25 µM]
CC(C)(C)Cn1c(=O)[nH]c(=O)c2cc([N+](=O)[O-])cnc21	6.0
COc1ccc2c3c([nH]c2c1)[C@H](CO)N(Cc1nccs1)CC31CN(Cc2ccncc2)C1	-9.2[25 µM]
COc1ccccc1C(=O)Nc1ccnn1C1CCN(C2CCCCC2)CC1	-1.3
COC(=O)[C@@H]1[C@@H](CO)[C@@H]2Cn3c(ccc(-c4ccccc4)c3=O)[C@@H]2N1Cc1ccccc1F	-4.7[25 µM]
CN(C)CC(=O)Nc1ccc2c(c1)[C@H]1C[C@@H](CC(=O)NCc3ccc(-c4ccccc4)cc3)O[C@H](CO)[C@H]1O2	7.8

Next part; it opens with the two that closed the last part.
molecule	CD40 NFkB inh
COC(=O)[C@@H]1[C@@H](CO)[C@@H]2Cn3c(ccc(-c4ccccc4)c3=O)[C@@H]2N1Cc1ccccc1F	-4.7[25 µM]
CN(C)CC(=O)Nc1ccc2c(c1)[C@H]1C[C@@H](CC(=O)NCc3ccc(-c4ccccc4)cc3)O[C@H](CO)[C@H]1O2	7.8
C[C@@H]1CN([C@@H](C)CO)C(=O)c2c(c3ccccc3n2C)-c2ccccc2CO[C@H]1CN(C)C(=O)Nc1ccc2c(c1)OCO2	33.0[25 µM]
CN1C(=O)c2cc(NC(=O)c3cnccn3)ccc2OC[C@@H]2O[C@H](CC(=O)N[C@H]3CCN(Cc4ccccc4)C3)CC[C@@H]21	6.3[25 µM]
C[C@H]1CN([C@@H](C)CO)C(=O)Cc2cc(NC(=O)C3CC3)ccc2O[C@H]1CN(C)S(=O)(=O)c1cn(C)cn1	9.0[25 µM]
O=c1c2nncn2c2cccnc2n1CCNc1ncc(C(F)(F)F)cc1Cl	37.9
CC[C@H]1C/C=C\CCNC(=O)CCC(=O)N1	-8.1[25 µM]
CCOC(=O)CCCN(c1[nH]c(C)c(C)c1C#N)S(=O)(=O)c1ccc(C)cc1	6.4
C[C@H]1CN([C@@H](C)CO)C(=O)CCCn2nncc2CO[C@@H]1CN(C)S(=O)(=O)c1ccc(C#N)cc1	-4.9[25 µM]
CC(C)[C@@H]1COCc2cn(nn2)CC[C@H](Cc2ccc(-c3ccccc3)cc2)C(=O)N1	-7.3[25 µM]
Fc1cccc(CN2[C@@H]3CNC[C@H]2C3c2ccc(-c3ccncc3)cc2)c1 (stereo partly specified)	-8.9&-0.7[25 µM]
COc1ccc2c3c(n(C)c2c1)[C@H](CO)N(S(=O)(=O)c1ccc(C)cc1)CC31CCN(C)CC1	-2.9[25 µM]
COc1ccccc1C(=O)N/C(=C\c1ccc(Br)cc1)C(=O)NCCCO	11.0
NC(=O)NC(Cc1ccccc1)C(=O)N1CCN(S(=O)(=O)c2ccc(Cl)cc2)CC1 (stereo unspecified)	4.0
C[C@H](CO)N1C[C@H](C)[C@@H](CN(C)S(=O)(=O)c2ccc(Oc3ccccc3)cc2)OCc2cnnn2CCCC1=O	8.6
CC(=O)Nc1ccc2c(c1)C(=O)c1ccc(Cl)cc1-2	-23.5
O=C(NCc1ccco1)NCC(F)(F)F	3.4
O=C(NNC(=O)c1cccc2ccccc12)c1cccc(F)c1	-5.5
O=C(CSc1ncn[nH]1)Nc1nc(-c2ccccc2)ns1	-50.4
CCn1ncc(C2=NOC(C(=O)Nc3cnn(C45CC6CC(CC(C6)C4)C5)c3)C2)c1C (stereo unspecified)	38.0
O=C1CNc2cc(Cl)ccc2N1	-12.3
C[C@@H]1CCCCO[C@H](CN(C)C(=O)CCCN(C)C)[C@@H](C)CN([C@H](C)CO)C(=O)c2cc(NC(=O)Nc3ccc4c(c3)OCO4)ccc2O1	-14.4[25 µM]
CC1CCc2nc3ccccc3c(C(=O)OCC(=O)N(C)C3CCS(=O)(=O)C3)c2C1 (stereo unspecified)	6.5
O=C(C[C@@H]1C[C@H]2c3cc(NC(=O)Nc4ccc(F)cc4)ccc3O[C@H]2[C@H](CO)O1)NC1CCCC1	13.3
CCCN(C(=O)c1ccc(-n2cncn2)c([N+](=O)[O-])c1)C1CCS(=O)(=O)C1 (stereo unspecified)	6.0
Cc1nc(NC(=O)c2ccc3c(c2)OCO3)ccc1Br	-90.4
Cc1nc(SCC(=O)N2CC(=O)Nc3ccccc32)nc(C)c1C	3.5
COc1cccc(COC(=O)c2ccc3c(=O)n4c(nc3c2)CCC4)c1OC	15.1
C/C(=N\OCC(=O)OC(C)C(=O)Nc1ccc(C)c(S(=O)(=O)N2CCOCC2)c1)c1ccc2c(c1)OCO2 (stereo unspecified)	-2.5
CN1CCN(c2ccc(NC(=O)c3sc4ccccc4c3Cl)cc2)CC1	-95.6
C/C(=N\NC(=O)c1cccnc1)c1cc2ccccc2o1	-16.0
CN(CC(=O)Nc1cccc(S(=O)(=O)N2CCOCC2)c1)CC(=O)Nc1ccc(Cl)c(C(F)(F)F)c1	18.7

Brought forward from above: four entries, followed by the next part.
molecule	CD40 NFkB inh
C/C(=N\OCC(=O)OC(C)C(=O)Nc1ccc(C)c(S(=O)(=O)N2CCOCC2)c1)c1ccc2c(c1)OCO2 (stereo unspecified)	-2.5
CN1CCN(c2ccc(NC(=O)c3sc4ccccc4c3Cl)cc2)CC1	-95.6
C/C(=N\NC(=O)c1cccnc1)c1cc2ccccc2o1	-16.0
CN(CC(=O)Nc1cccc(S(=O)(=O)N2CCOCC2)c1)CC(=O)Nc1ccc(Cl)c(C(F)(F)F)c1	18.7
COc1ccc(-n2c(=O)c3ccccc3n(CC(=O)OCc3ccccc3)c2=O)cc1OC	9.2
COc1ccc(C2=NN(CCC(=O)NC3CCC(C)CC3)C(=O)CC2)cc1 (stereo unspecified)	5.5
COCC(=O)NC[C@H]1[C@H](c2ccc(C3=CCCC3)cc2)[C@H](CO)N1C(=O)C1CC1	3.5[25 µM]
CCCNC(=O)[C@@H]1[C@@H](CO)[C@@H]2Cn3c(cccc3=O)[C@@H]2N1C(=O)C1CCCC1	-1.8[25 µM]
Cc1cc(NC(=O)Cn2cnc3sc(C)c(-c4ccccc4)c3c2=O)no1	11.8
CCCCSc1nc(O)cc(=O)n1CC	15.7
COc1ccccc1NC(=O)N(C)C[C@H]1OCc2ccccc2-c2c(n(C)c3ccccc23)C(=O)N([C@H](C)CO)C[C@@H]1C	11.8
COc1cccc(NC(=O)CN(C)C(=O)Cc2c(C)nc3ccccc3c2C)c1	4.5
CC(=O)Nc1cccc(C(=O)NNC(=O)c2ccccc2-n2cccc2)c1	6.4
CSCCCNC(=S)Nc1cccc(S(=O)(=O)NC2=NCCC2)c1	5.8
CN(CC(=O)Nc1cccc(F)c1)C(=O)/C=C/c1ccc(Br)s1	-4.4
COc1ccccc1NS(=O)(=O)c1cccc(C(=O)N/N=C(\C)c2ccncc2)c1	-0.9
Cc1oc(C(=O)O)cc1CSc1nnc(-c2ccccc2)n1C	-3.0
COc1cccc(CN2[C@@H]3CN(C(=O)c4ccncc4)c4ccccc4[C@@H]3[C@@H]2CO)c1	11.0[25 µM]
CCCCCOC(=O)Cc1c(O)c2ccccc2[nH]c1=O	1.9
COC(=O)c1cc(C)sc1NC(=O)C1C2C=CC(CC2)C1C(=O)O (stereo unspecified)	-0.9
O=C(COC(=O)Cc1ccc(F)cc1)NC1CCS(=O)(=O)C1 (stereo unspecified)	2.6
CN1CCN(CC(=O)N(Cc2c(C#N)c3ccccc3n2C)c2ccccc2)CC1	8.0
CC1(C(=O)O)CCCN(C(=O)C2(c3ccc(Cl)cc3)CCCC2)C1 (stereo unspecified)	6.0
CCCCN(C(=O)C1CCC1)c1c(N)n(CCC)c(=O)[nH]c1=O	17.0
C[C@@H]1CN([C@@H](C)CO)C(=O)Cc2cc(NC(=O)Cc3cn(C)c4ccccc34)ccc2O[C@@H]1CN(C)C(=O)Nc1ccccc1	-3.5
O=C(c1ccc(S(=O)(=O)N2CCCCCC2)cc1)N1CCCC(C(F)(F)F)C1 (stereo unspecified)	-2.8
O=C(CCc1ccccc1)NC1C2CC3CC(C2)CC1C3 (stereo unspecified)	1.8
CCN1CCN(c2ccc(NC(=O)c3cnccn3)cc2)CC1	-42.0
c1ccc(C2CSc3ccccc3N2)cc1 (stereo unspecified)	7.2
O=C(C1CCC1)N1C[C@@H]2[C@H](c3ccccc31)[C@H](CO)N2S(=O)(=O)c1ccccc1	0.1[25 µM]
C/C=C/c1ccc([C@H]2[C@@H](CO)N[C@@H]2CNC(=O)C2CC2)cc1	-5.4[25 µM]
O=c1[nH]cnc2cc(Cl)ccc12	13.7
CCNc1nc(CSc2ccccc2)nc2sc(C)c(C)c12	-12.8
COc1ccc(NS(=O)(=O)c2cccc(C(=O)NCC(c3ccccc3OC)N3CCCC3)c2)cc1 (stereo unspecified)	5.0

Later entries
molecule	CD40 NFkB inh
COc1ccc(CNC(=O)CCNS(=O)(=O)c2ccc(NC(C)=O)cc2)cc1OC	7.5
O=C(c1ccc(S(=O)(=O)N2CCCCC2)cc1)N1CCN(c2ccccc2)CC1	-7.8
CN(C)C(=O)CN(c1ccc(F)c(Cl)c1)S(C)(=O)=O	10.3
CCCNC(=O)N1[C@@H]2CNC[C@H]1C2c1ccc(-c2cccnc2)cc1 (stereo partly specified)	-1.9&-4.1[25 µM]
COc1cccc(NC(=O)N2[C@H](CO)[C@H](c3ccccc3)[C@@H]2CNC(C)C)c1	3.8
C[C@H](CO)N1C[C@H](C)[C@H](CN(C)S(C)(=O)=O)Oc2cc(-c3ccncc3)ccc2S1(=O)=O	4.6[25 µM]
N#Cc1cccc(C(=O)OCC(=O)c2ccc3c(c2)NC(=O)CO3)c1	7.0
O=C1CN(c2nc(-c3cccnc3)nc3sc4c(c23)CCCC4)CCN1	-18.4
O=C(NC1CCCc2c1cnn2-c1ccc(F)cc1F)c1csnn1 (stereo unspecified)	-2.8
COc1ccc(CNC(=O)N(C)C[C@@H]2OCc3ccccc3-c3c(n(C)c4ccccc34)C(=O)N([C@@H](C)CO)C[C@@H]2C)cc1	40.9[25 µM]
c1csc(-c2cn3ccc4ccccc4c3n2)c1	-90.5
O=C(COC(=O)Cc1c[nH]c2ccccc12)Nc1cccc2ccccc12	-5.7
C[C@H]1CN([C@@H](C)CO)C(=O)c2c(c3ccccc3n2C)-c2ccccc2CO[C@H]1CN(C)C(=O)[C@@H]1CCCN1C	-16.1[25 µM]
CCOc1ccc2ccccc2c1/C=N/NC(=O)c1ccncc1	2.4
Cc1cccc(NC(=O)COc2coc(CN3CCN(c4ccccc4)CC3)cc2=O)c1	11.5
COc1cccc(C(=O)Nc2ccc3c(c2)C(=O)N(C)C[C@H](OC)[C@H](C)CN(C(=O)C2CCCC2)[C@@H](C)CO3)c1	4.1
NC(CSCc1ccccc1Cl)C(=O)O (stereo unspecified)	3.8
COc1cc(C(=O)N2CCCCC2)ccc1OCC(=O)Nc1ccc(F)cc1	3.1
